Screening data: PubChem, National Center for Advancing Translational Sciences (NCATS)
Lipid storage S3: qHTS Assay for Lipid Storage Modulators in Drosophila S3 Cells. hit rate 0.64% among 320,000. Drosophila S3 cells, BODIPY lipid droplet fluorescence, 18-24 h; cells fed with added oleic acid. Potency in µM for hits, for the others lipid storage change, negative = inhibition, % at the top dose, mostly 46.1 µM; active = well fitted inhibition curve with a large enough effect in the signal ratio, with a control signal flat, not every such curve was filed as active; inconclusive = small, poorly fitted or top-dose-only effect, or effect the other way, or a change in a side signal; the % refers to the signal ratio
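Drosophila S3 cells loaded with oleic acid (400 uM, as added) and compounds at several concentrations; lipid droplets imaged by 488-nm laser-scanning cytometry, 500–530 nm intensity and object ratio to cell channel. Percent activity normalized to 20 uM Triacsin C.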
Lipid storage S3 cell count max: second read-out of Lipid storage S3, no call of its own (marks repeat the call); cell number change, %; measured here: cell count max response;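 cells counted by Cell Tracker Red CMTPX staining in the red channel; peak over a dose series mostly up to 46.1 µM; percent activity relative to internal control wells on each plate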
Active calls of the source: *; i = inactive; ? = inconclusive; · = not tested or not shown. % is scaled to controls: 0 for no effect and ±100 for the full control effect; potency is read from the fitted curve at half-maximal effect. These rows are one share of the data; rates above refer to the full screens.

Below each compound: Lipid storage S3 | Lipid storage S3 cell count max
Cc1ccc(N(CN2C(=O)NC(C)(C)C2=O)CN2C(=O)NC(C)(C)C2=O)cc1
  ? | ·
CCCS(=O)(=O)Nc1c(OC)ccc2c1c(C(=O)OCC)c(C)n2C
  ? | ·
Cc1nn(-c2ccccc2)c2sc(C(=O)O)cc12
  i | -15
CCC(CC)COC(=O)C(C#N)c1nc2ccccc2nc1N1CCN(CC)CC1 (stereo unspecified)
  ? | ·
CSc1ccn(CCC(=O)O)c(=O)n1
  -11% | -7
COc1ccc(-c2[nH]ncc2CN(CCO)CC23CC4CC(CC(C4)C2)C3)c(OC)c1
  17% | 1
CCOC(=O)CNC(=O)c1cccnc1Oc1ccc(Cl)cc1
  3% | 0
CN(c1ccc(C(=O)Nc2nccs2)cc1)S(=O)(=O)c1ccccc1
  ? | ·
CC(O)/C=C/c1ccc2ccccc2n1 (stereo unspecified)
  i | -12
O=C(O)c1ccc(NS(=O)(=O)c2cccc(C(=O)Nc3ccccc3[N+](=O)[O-])c2)cc1
  ? | ·
COc1cc(CNC(=O)C2CCCN2S(=O)(=O)c2ccccc2)cc(OC)c1OC (stereo unspecified)
  0% | 21
CN1CCN(C(=O)CN(Cc2ccc(Cl)cc2)S(C)(=O)=O)CC1
  ? | ·
COc1cccc(OC)c1C(=O)N1CCN(C(=O)c2ccc(-c3ccccc3)cc2)CC1
  i | -76
CC(=O)c1ccccc1NC(=O)COC(=O)CCCN1C(=O)c2cccc3cccc(c23)C1=O
  9% | -20
Cc1ccc(S(=O)(=O)N2CCCCC2)cc1NC(=O)COC(=O)C1=COCCO1
  4% | 5

Next part:
Below each compound: Lipid storage S3 | Lipid storage S3 cell count max
CC(NC(=O)c1ccc(CS(C)(=O)=O)cc1)c1ccc(-c2ccccc2)cc1 (stereo unspecified)
  ? | ·
O=C(CSc1nc2ccccc2n1S(=O)(=O)c1ccccc1)N1CCCCC1
  -14% | -3
CCSc1nnc(SCC(=O)NNC(=O)c2ccccc2F)s1
  11% | ·
Cc1cc(C)cc(COn2ccnc2)c1
  ? | ·
Cc1ccc(C)c(N2N=C(C(=O)Nc3cccc(S(=O)(=O)N4CCCCC4)c3)CCC2=O)c1
  -2% | -1
O=C(NNc1nc2ccc(Cl)cc2s1)c1cc(-c2cccs2)nc2ccccc12
  18% | -2
O=C(NC(=S)N1CCCc2ccccc21)c1ccc([N+](=O)[O-])cc1
  ? | ·
C/C(=N\NC(=O)c1ccccc1O)c1c(O)cc(C)oc1=O
  ? | ·
COc1ccc(C(=O)Nc2ccccc2SCc2cc(=O)n3nc(C)sc3n2)cc1OC
  ? | ·
COc1ccc(NC(=S)Nc2cccc(C(F)(F)F)c2)c(C)c1
  ? | ·
O=C(NC(=S)Nc1ccccc1N1CCCC1)c1ccc(F)cc1
  6% | 0
OCCC1CN(CCCc2ccccc2)CCN1Cc1ccccc1 (stereo unspecified)
  6% | -1
COc1cc2cc3c(N)c(C(=O)Nc4sc(C)c(C)c4C#N)sc3nc2cc1OC
  ? | ·
CCC1Oc2ccccc2N(Cc2ccccc2C)C1=O (stereo unspecified)
  ? | ·
CCOC(=O)C1CCCN(CCC(=O)Nc2cccc(F)c2)C1 (stereo unspecified)
  0% | 0

An excerpt of these results, in CSV form:
mol,Lipid storage S3,Lipid storage S3 cell count max
Cc1cc(C)cc(COn2ccnc2)c1,?,·
Cc1ccc(C)c(N2N=C(C(=O)Nc3cccc(S(=O)(=O)N4CCCCC4)c3)CCC2=O)c1,-2%,-1
O=C(NNc1nc2ccc(Cl)cc2s1)c1cc(-c2cccs2)nc2ccccc12,18%,-2
O=C(NC(=S)N1CCCc2ccccc21)c1ccc([N+](=O)[O-])cc1,?,·
C/C(=N\NC(=O)c1ccccc1O)c1c(O)cc(C)oc1=O,?,·
COc1ccc(C(=O)Nc2ccccc2SCc2cc(=O)n3nc(C)sc3n2)cc1OC,?,·

Other compounds follow:
Below each compound: Lipid storage S3 | Lipid storage S3 cell count max
O=C(CN(C(=O)CSc1nc2ccccc2o1)c1cccc(F)c1)NC1CCCCC1
  -26% | 19
CCC(=O)c1cn(CC(=O)Nc2cccc(C)c2C)c2ccccc12
  23% | 15
CCCCc1ccc(NC(=S)N2CCN(C(=O)OCC)CC2)cc1
  ? | ·
O=C1c2ccccc2C(=O)N1CC1c2ccccc2CCN1C(=O)CN1CCOCC1 (stereo unspecified)
  0% | 10
Cc1ccccc1OCc1nnc(SCc2nc3ccccc3c(=O)[nH]2)n1C
  ? | ·
Cc1cc(C)nc(SCC(=O)O)n1
  -7% | 7
COC(=O)c1c(NC(C)=O)csc1C
  2% | 17
CCOC(=O)c1oc2cccc(O)c2c1CN(Cc1ccccc1)C(C)=O
  ? | ·
Cc1oc(-c2ccc(Cl)cc2)nc1CS(=O)CC(=O)NCc1ccco1 (stereo unspecified)
  1% | 27
Cc1ccccc1S(=O)c1ccccc1C(=O)O (stereo unspecified)
  15% | 18
Cc1ccc(C(=O)NCCOC23CC4CC(CC(C4)C2)C3)cc1
  ? | ·
COc1ccc(CN2CCN(C(=O)Cn3nc(C)n4cccc4c3=O)CC2)c(OC)c1OC
  ? | ·
CCOc1ccccc1C(=O)N[C@H](C(=O)Nc1nc2c(s1)CCCC2)C(C)C
  ? | ·
CCN1CCN(CCCNC(=O)c2cn(CCOC)c(=O)c3c2c2ccccc2n3C)CC1
  ? | ·
CCOc1cc(CNCC(O)c2ccccc2)cc(Cl)c1OC (stereo unspecified)
  ? | ·

(list continues)
Below each compound: Lipid storage S3 | Lipid storage S3 cell count max
CC(C)CCn1cnc2c1c(=O)[nH]c(=O)n2Cc1ccccc1
  -7% | ·
CCn1c2ccccc2c2cc(CNCc3ccc(OC)cc3OC)ccc21
  ? | ·
COc1ccccc1OCCCn1c(C)c(C#N)c2ccccc21
  ? | ·
COc1ccc([N+](=O)[O-])cc1C1NN=C(c2cccc3ccccc23)S1 (stereo unspecified)
  ? | ·
CC(=O)OCC(COC(C)=O)OC(C)=O
  ? | ·
O=C(CCC(=O)Nc1ccccc1)NNC(=O)C(c1ccccc1)c1ccccc1
  -5% | 7
Cc1cc(N2CCN(C)CC2)ccc1NC(=O)c1cccc(S(=O)(=O)N2CCc3ccccc3C2)c1
  ? | ·
CCN(CC)CCN(C(=O)c1ccc2ccccc2c1)c1nc2ccc(OC)cc2s1
  i | 22
CC(=O)Nc1ccc(S(=O)(=O)NC(C)CCc2ccccc2)cc1 (stereo unspecified)
  ? | ·
N#Cc1ccsc1NC(=O)COC(=O)CCCSc1nc2ccccc2s1
  i | -26
Cc1c(NC(=O)COC(=O)/C=C/c2cccc(Cl)c2)c(=O)n(-c2ccccc2)n1C
  ? | ·
CCc1ccccc1NC(=O)c1nnn(CC(=O)Nc2ccccc2C)c1N
  -3% | 14
Cc1ccc(-c2cc(C(F)F)n3ncc(C(=O)Nc4c(C)nn(Cc5c(Cl)cccc5Cl)c4C)c3n2)cc1
  -1% | -14
CC(=O)Nc1ccc(-c2csc(NC(=O)C3CSC4(C)CCC(=O)N34)n2)cc1 (stereo unspecified)
  5% | 7
COc1ccccc1CC(=O)NC1CC(C)(C)NC(C)(C)C1
  26% | 10

Other records follow.
Below each compound: Lipid storage S3 | Lipid storage S3 cell count max
Cc1cc2ccccc2n1CCNC(=O)c1ccccc1
  -4% | 28
Cc1ccc([N+](=O)[O-])c(-c2n[nH]c(=S)n2-c2cccc(Cl)c2)c1
  4% | 15
CN(C)c1ccncc1C(=O)Nc1ccc(F)cc1F
  ? | ·
Cc1ccc(S(=O)(=O)NCC(=O)OCC(=O)c2cccs2)cc1
  -9% | -10
CC(=O)NCCC(=O)Nc1nc(-c2ccc3ccccc3c2)cs1
  i | 24
CC(NC(=O)COc1ccc(Br)cc1)C(=O)O (stereo unspecified)
  ? | ·
COCCC(=O)N1CCCC(C(=O)c2ccc(C(F)(F)F)cc2)C1 (stereo unspecified)
  ? | ·
COc1ccc(OC)c(NC(=O)CCC(=O)Nc2nnc(C(F)(F)F)s2)c1
  ? | ·
COc1ccccc1Oc1ccc(N2CC(C(=O)OCC(=O)c3ccccc3)CC2=O)cc1 (stereo unspecified)
  ? | ·
Cc1ccc(C)c(N2C(=O)CC(Cc3ccccc3)C2=O)c1 (stereo unspecified)
  i | 28
Cc1cc(C)c[n+](-c2[nH]c(=O)sc2/C=N/N=C(\[O-])c2cccnc2)c1
  -7% | 20
COc1ccccc1C(=O)OCC(=O)NC(=O)NC1CCCC1
  ? | ·
O=C1CC(c2cccc(Cl)c2)CC(O)=C1C=NC1CCCC1 (stereo unspecified)
  25% | ·
COc1ccc2[nH]c(=O)c(CN(C(=O)c3ccncc3)C(C)C)cc2c1
  i | ·
COc1ccccc1CN1CC(C(=O)NCCc2cn[nH]c2)CCC1=O (stereo unspecified)
  i | 14

Other structures
Below each compound: Lipid storage S3 | Lipid storage S3 cell count max
CC(C)(C)c1ccc(NC(=O)COC(=O)c2ccc([N+](=O)[O-])s2)cc1
  6% | 4
CN(C)S(=O)(=O)c1ccc(Cl)c(C(=O)NCCNC(=O)c2cc(S(=O)(=O)N(C)C)ccc2Cl)c1
  3% | 14
CCOC(=O)c1cnc(-c2ccccc2)nc1Oc1ccc(C)cc1
  -1% | -18
CCOC(=O)N1CCN(C(=O)COc2cc(=O)n(C)c3ccccc23)CC1
  ? | ·
CCOc1ccc(CN(C(=O)c2ccco2)C2CCS(=O)(=O)C2)cc1 (stereo unspecified)
  ? | ·
O/N=C/c1cccnc1Sc1ccccc1
  ? | ·
Cc1ccc(OCC(O)CN2CCN(c3ccccc3)CC2)cc1 (stereo unspecified)
  16% | -27
COC(C(=O)Nc1ccnn1C1CCN(Cc2ccc(Cl)s2)CC1)c1ccccc1 (stereo unspecified)
  ? | ·
CC(C)(C)C(=O)NC(=S)NNC(=O)c1ccncc1
  ? | ·
COc1cc([N+](=O)[O-])ccc1NC(=O)CN1CCOCC1
  13% | 9
O=S(=O)(Nc1ccccc1)c1cccc2nsnc12
  i | 21
CC(=O)Nc1nonc1-c1nc2ccccc2n1N(C(C)=O)C(C)=O
  10% | 13
CCn1cc(CNC(=O)CCc2ccc(OC)cc2)cn1
  2% | 2
CC1(C)CC(N(Cc2ccco2)C(=O)Cc2ccccc2)CCO1 (stereo unspecified)
  13% | -1
COc1ccc(NS(=O)(=O)c2ccc3oc(SC)nc3c2)cc1
  ? | ·

Remaining list, next part.
Below each compound: Lipid storage S3 | Lipid storage S3 cell count max
O=C(Nc1ccnc(-c2ccncc2)n1)c1ccccc1Cl
  ? | ·
CCOC(=O)C1CCN(C(=O)CCS(=O)(=O)c2ccc3c(c2)CCN3C(C)=O)CC1
  ? | ·
NC(=O)c1c(NC(=O)Cc2cccs2)sc2c1CCC2
  ? | ·
N#C/C(=C\Nc1ccc(F)c(Cl)c1)C(=O)C1CC1
  10% | 1
COc1ccc(NC(=O)COC(=O)CNS(=O)(=O)c2ccc(C)cc2)c(OC)c1
  ? | ·
CCOC(=O)C1(CCOC)CCN(C(=O)Cc2ccc3ccccc3c2)CC1
  -22% | 8
COc1ccc(CNCC(O)(c2ccc(Cl)cc2)c2ccc(Cl)cc2)cc1OC
  ? | ·
COc1ccc(NC(=O)CCn2nc(C)cc2C)cc1
  i | ·
Cc1ccc(C)c2[nH]c(=O)c(CCNC(=O)C(C)C)cc12
  ? | ·
Cc1cnc(C(=O)OCc2nc3ccsc3c(=O)[nH]2)cn1
  ? | ·
COc1ccc(-c2nn(CCC(=O)O)cc2/C=C/C(=O)O)cc1[N+](=O)[O-]
  -8% | -6
CCCCc1c(C)c2ccc(OC)c(/C(C)=N\O)c2oc1=O
  12% | -8
O=C(NCCCl)Nc1ccccc1OCCOc1ccccc1NC(=O)NCCCl
  ? | ·
CN(C)C1=NCCN1CCc1ccccc1
  14% | -13
Cc1csc(NC(=O)CN2C(=O)c3ccccc3S2(=O)=O)n1
  ? | ·

Molecules shown so far with a cyano group, in the order listed:
Below each compound: Lipid storage S3 | Lipid storage S3 cell count max
CCC(CC)COC(=O)C(C#N)c1nc2ccccc2nc1N1CCN(CC)CC1 (stereo unspecified)
  ? | ·
COc1cc2cc3c(N)c(C(=O)Nc4sc(C)c(C)c4C#N)sc3nc2cc1OC
  ? | ·
COc1ccccc1OCCCn1c(C)c(C#N)c2ccccc21
  ? | ·
N#Cc1ccsc1NC(=O)COC(=O)CCCSc1nc2ccccc2s1
  i | -26
N#C/C(=C\Nc1ccc(F)c(Cl)c1)C(=O)C1CC1
  10% | 1

Next part.
Below each compound: Lipid storage S3 | Lipid storage S3 cell count max
O=C(O)CCC(=O)Nc1ccc(N2CCCCC2)c(C(=O)O)c1
  -3% | 9
O=C(NCCOc1ccc(Cl)cc1)c1ccc2c(c1)OCCO2
  ? | ·
C=CCn1c(SCC(=O)NCc2ccccc2)nnc1C1CCCCC1
  ? | ·
CN1CCN(C(=O)c2cnn3c(C(F)F)cc(C4CC4)nc23)CC1
  i | ·
CN(CCOC(=O)c1ccco1)Cc1ccccc1
  ? | ·
CC(C)CCN1CCC(Cc2ccccc2)(NC(=O)c2ccccc2)C1=O (stereo unspecified)
  13% | -12
Cc1ccc(C)c(OCCOCCN2CCOCC2)c1
  7.3µM* | 3.7*
CNS(=O)(=O)c1ccc(NC(=O)c2cncc(Br)c2)cc1
  i | ·
O=C(Nc1nc2ccccc2n1CCN1CCOCC1)c1ccc(Cl)cc1
  7% | 2
Cc1ccc(S(=O)(=O)Nc2nc(C)c(C(=O)N/N=C/c3ccccc3)s2)cc1
  ? | ·
COC(=O)c1ccc(NC(=O)CN2CCC(NC(=O)c3ccco3)CC2)cc1
  ? | ·
Cn1c(-c2ccc(C=O)s2)nc2c3ccccc3c3ccccc3c21
  ? | ·
N#Cc1c(NC(=O)c2cc([N+](=O)[O-])ccc2N2CCOCC2)sc2c1CCCC2
  ? | ·
